# Assay outcomes: PubChem, several laboratories
# Yeast growth inh = growth inhibitors of yeast BB579 in restrictive medium, primary screen, yeast lifespan-shortening project, S. cerevisiae; OD615, 48 h; inhibition, % at 10 µM; 140,000 compounds, 0.51% hits; AID 804, 2007;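 active = inhibition above a set limit, 3 SD over the mean compound inhibition, cut at about 44% in these data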; note: inactives centre near -24
#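 Test system: Saccharomyces cerevisiae DeaD strain BB579, replicative lifespan model yeast | Buffer or medium: Restrictive CSMM-D medium | Doses: One dose, 10 µM compound with 0.25% DMSO | Incubation: 48 h exposure, 30 °C | Detection: Culture absorbance at 615 nm | Control set: Amphotericin B at 10 µg/mL as positive control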
# Yeast lifespan up = compounds extending yeast replicative lifespan, primary screen, S. cerevisiae, OD615. AID 775, 2007. S. cerevisiae growth with nicotinamide; deaD strain in restrictive glucose medium. inhibition of the nicotinamide effect, % at 10 µM. 130,000 compounds, 0.68% hits;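 active = inhibition above a set limit, placed 3 SD over the median of all compounds, cut at about 26% in these data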;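 note: 0% = nicotinamide-treated wells and 100% = cells grown without nicotinamide; some compounds called inactive have numbers as strong as hits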
#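 assay system = DeaD-strain S. cerevisiae | measured by = absorbance at 615 nm | probe or stimulus = nicotinamide 1.5 mM | buffer or medium = CSMM-D glucose medium, restrictive | times = 48 h at 30 °C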
# NPY Y2 blocker = NPY-Y2 receptor antagonists, primary screen, cell-based. Neuropeptide Y receptor type 2 (Homo sapiens), P49146. NPY-Y2 expressing cells, antagonist mode. inhibition, % at 2.7 µM. 140,000 compounds, 0.99% hits. AID 793, 2007; in the data active = inhibition above about 17%;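 note: 0% = vehicle with agonist challenge and 100% = reference antagonist with challenge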
# Target sequence (P49146 whole entry, looked up): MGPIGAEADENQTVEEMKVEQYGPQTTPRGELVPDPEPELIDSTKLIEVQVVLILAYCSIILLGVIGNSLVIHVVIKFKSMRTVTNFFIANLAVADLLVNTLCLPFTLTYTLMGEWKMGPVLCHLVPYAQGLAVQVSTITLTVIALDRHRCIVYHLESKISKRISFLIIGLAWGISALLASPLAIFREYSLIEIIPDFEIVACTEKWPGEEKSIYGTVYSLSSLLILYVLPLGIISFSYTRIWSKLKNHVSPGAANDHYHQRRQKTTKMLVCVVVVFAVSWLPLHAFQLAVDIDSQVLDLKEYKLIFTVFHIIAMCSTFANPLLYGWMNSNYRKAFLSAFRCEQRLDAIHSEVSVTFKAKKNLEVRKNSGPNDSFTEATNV
# MRP1 act = H69AR viability gain despite doxorubicin, primary screen, MRP-1 activator project, H69AR cells, CellTiter-Glo | viability rescue | viability increase, % at 10 µM | 140,000 compounds, 0.61% hits;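 active = viability gain under doxorubicin at or above a set limit, the compound median plus 3 SD, cut at about 4.7% in these data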;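 note: MRP-1 overexpressing cells given doxorubicin 25 µM after compound pretreatment; 18-22 h compound pretreatment then 72 h with doxorubicin before readout; 0% = doxorubicin-only wells and 100% = vehicle-treated cells without doxorubicin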
# E-sel TNF inh = E-selectin induction blockers in HUVEC – imaging, immunofluorescence, high content, primary screen. AID 1246, 2008. inhibition, % at 2 µM. HUVEC TNFa-induced E-selectin immunofluorescence. 120,000 compounds, 0.71% hits;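 active = inhibition above the batch mean plus 3 SD, and confirmed as a hit on visual image review, cut at about 43% in these data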;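 note: 0% = TNF-stimulated DMSO wells and 100% = unstimulated control wells; not every result past the cut was called active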
# PTEN del growth = growth suppression of PTEN-null HCT116, primary screen, cell-based, CellTiter-Glo. HCT116 PTEN-null viability, 60 h; stronger effect = lower value. viability, % at 10 µM. 140,000 compounds, 1.2% hits;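 active = viability at or below a set limit, 4 SD under the median of all tested compounds, cut at about 3.7% in these data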;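 note: PTEN knockout HCT116 line with beta catenin targeted HCT116 as companion control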
# Measles CPE = compounds protecting cells from measles virus cytopathic effect, primary screen, measles RdRp inhibitor project, single point, MLSMR library, absorbance. 140,000 compounds, 1.5% hits. protection (pct of control), % at 4 µM. Measles virus-infected cells, CPE protection; in the data active = protection mostly above about 24%, no sharp cut-off; inactive = mostly below about 26%; note: some compounds called inactive have numbers as strong as hits
# HCT116 bCat-KO = primary screen for growth suppressors in beta-catenin knockout HCT116 cells (colon tumor, human). HCT116 beta-catenin knockout viability, CellTiter-Glo, 60 h; stronger effect = lower value. viability, % at 10 µM. 140,000 compounds, 1.5% hits. AID 818, 2007;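 active = viability at or under a set limit, the compound median less 4 SD, cut at about 6% in these data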;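 note: 0% = Hyamine 1622 control at 20 µM and 100% = untreated cell control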
# GALR2 blocker = GALR2 antagonists in receptor-expressing cells, primary screen. Galanin receptor type 2 (Homo sapiens), O43603. antagonist mode. inhibition, % at 4 µM. 140,000 compounds, 0.39% hits. AID 828, 2007; in the data active = inhibition above about 27%;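 note: cells stimulated with galanin 1-16 at roughly its EC80; 0% = agonist challenge control and 100% = basal control without agonist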
# Target sequence (O43603 whole entry, looked up): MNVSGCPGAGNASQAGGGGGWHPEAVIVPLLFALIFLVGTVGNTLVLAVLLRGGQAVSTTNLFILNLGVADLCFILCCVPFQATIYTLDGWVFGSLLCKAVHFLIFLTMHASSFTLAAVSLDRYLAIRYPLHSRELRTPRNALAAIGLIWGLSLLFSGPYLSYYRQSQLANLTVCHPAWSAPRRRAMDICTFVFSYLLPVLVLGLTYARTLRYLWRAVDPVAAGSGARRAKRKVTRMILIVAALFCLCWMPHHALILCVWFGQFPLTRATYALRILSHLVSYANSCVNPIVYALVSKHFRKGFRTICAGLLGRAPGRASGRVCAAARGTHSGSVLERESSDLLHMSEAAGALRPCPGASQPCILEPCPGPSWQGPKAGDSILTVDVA
# Phagocytosis inh = inhibitors of macrophage phagocytosis, primary screen, imaging, J774A.1 cells, IgG beads. J774A.1 macrophage IgG-bead phagocytosis. inhibition, % at 5 µM. 110,000 compounds, 0.07% hits. AID 1029, 2008;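 active = inhibition above the mean of the plate negative controls plus 5 SD, cut at about 13% in these data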;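 note: phagocytic index as fraction of beads internalized from green versus red external bead signal; plate controls were DMSO negative control for no effect and cytochalasin-D positive control for full effect; some results beyond the cut were filed as inactive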
# * = called active by the depositor; · = not tested or not shown.
SMILES,Yeast growth inh,Yeast lifespan up,NPY Y2 blocker,MRP1 act,E-sel TNF inh,PTEN del growth,Measles CPE,HCT116 bCat-KO,GALR2 blocker,Phagocytosis inh
COc1ccc2ccccc2c1C1CC(=O)N2CN(Cc3ccco3)CSC2=C1C#N (stereo not given),-20,-9,-1,-3.8,·,67,9,68,5,0
COc1ccc(C2C(=O)N(C3CCCCCC3)CC(=O)N2Cc2ccccc2)cc1OC (stereo not given),-40,-12,4,-3.4,-13,86,11,79,-1,·
O=P(OC1CCCCC1)(OC1CCCCC1)C(O)c1c(Cl)cccc1Cl (stereo not given),-18,-1,6,-3.9,-11,81,6,82,-2,-4
ON=C1CCN(c2ncc(C(F)(F)F)cc2Cl)CC1,-14,-28,1,-1.7,19,97,14,79,-14,-2
CC1=Nn2c(nnc2-c2ccccn2)SC1,-39,4,1,0.7,-4,93,16,81,0,1
C=CCn1c(=O)c2c(nc3n2CCS3)n(C)c1=O,-23,-6,1,-0.9,·,99,19,100,-10,2
c1ccc(COc2ccc(OCCCCN3CCCCC3)cc2)cc1,-15,-2,27*,-5.3,·,42,22,38,-5,0
COC(=O)NC(=C(Cl)Cl)S(=O)(=O)c1ccccc1,-29,-5,2,-5.0,-31,1.9*,4,2.6*,11,0
C=CCn1c(SCc2ccc(C#N)cc2)nnc1-c1cccc(Cl)c1,-37,-4,11,0.2,-8,99,9,98,0,-1
CCNC(=S)Nc1ccc(N(c2ccccc2)C(C)C)cc1,-18,-9,0,0.6,-19,99,5,76,4,-1
CCCc1cc(C(=O)Nc2cc(C)on2)no1,0,-11,3,-0.1,6,102,20,93,-9,-1
CCOc1cc(C2C(C(=O)OC(C)C)=C(C)N=C3SCCC(=O)N32)ccc1OC(C)=O (stereo not given),-8,-16,-1,-4.4,-35,90,6,86,-9,0
Cc1ccc(OCC(=O)N/N=C\c2ccc(-c3cccc(C(=O)O)c3)o2)c(C)c1,-10,-6,3,0.9,·,101,4,98,-2,-6
Cc1ccc(-n2c(SCC(=O)NCCN3C(=O)CSC3=O)nnc2-c2ccccc2)cc1,-26,-2,4,-2.6,-58,92,24,97,-3,-3
CCC(C)c1ccc(OCC(=O)O)cc1 (stereo not given),-74,-7,1,-0.5,-16,101,4,92,-2,3
COc1ccccc1C1CN(c2ccc(F)cc2F)N=C1c1cccs1 (stereo not given),-79,-16,5,0.5,9,72,17,81,-13,1
O=C(CSc1nncs1)Nc1ccc(Cl)cn1,-23,-4,0,2.1,0,104,14,98,-5,-4
CSC(=NCc1ccc(F)cc1)NS(=O)(=O)c1cccs1,1,0,0,-0.4,·,99,6,90,9,-7
CCCC(=O)Nc1cc(-c2nnc(OC)c3ccccc23)ccc1N1CCCCC1,-27,-4,0,1.2,-38,92,11,97,-18,1
CS(=O)(=O)N(CC(=O)NC1CCCC1)c1ccc2c(c1)OCCO2,-13,-12,1,-0.4,4,91,20,95,-2,8
CC1CCCN(Cc2nc3c(c(=O)n(C)c(=O)n3C)n2CC(=O)c2ccccc2)C1 (stereo not given),-22,-4,10,-2.4,-6,79,8,79,-1,0
CCOC(=O)N1CCC(NS(=O)(=O)c2cc(Br)cc3c2N(C(=O)CC)CC3)CC1,-21,-8,2,-0.7,-10,101,9,100,4,0
CC1=C(OC(=O)c2ccccc2)C(C)(C)C(c2ccc(Br)cc2)OC1=O (stereo not given),-62,-8,6,-1.4,5,95,12,97,-7,0
CCOC(=O)CN1C(=O)C(C)(C)Oc2ccc(C(=O)NC(C)(C)CC)cc21,-40,-1,3,-0.4,0,91,10,92,6,0
O=C(NCc1cccnc1)/C(=N\O)c1ccccc1,13,-7,-3,1.1,-2,93,9,98,-6,-1
# Continuation.
SMILES,Yeast growth inh,Yeast lifespan up,NPY Y2 blocker,MRP1 act,E-sel TNF inh,PTEN del growth,Measles CPE,HCT116 bCat-KO,GALR2 blocker,Phagocytosis inh
O=C(Nc1ccc(F)cc1)N1CCN(c2nc3ccccc3s2)CC1,-16,-27,-1,-1.5,5,69,8,69,-11,2
COc1ccc(C(=O)N(NC(=O)Oc2ccccc2)C(C)(C)C)cc1,-14,-3,1,-2.4,·,101,18,97,-1,-3
O=C(Cn1nc(Cc2cccnc2)c2ccccc2c1=O)NCc1ccc(F)cc1,6,-8,3,-2.1,0,127,18,109,-1,-1
COc1ccc(OCc2ccc(-c3nc4ccccc4c(=O)n3N)o2)cc1,-47,-11,5,-3.8,17,49,-1,50,6,-1
COc1ccc(-c2cc(C(F)(F)F)nc(SCCC(=O)N3CCOCC3)n2)cc1,-30,-22,6,-1.3,-10,90,5,90,-9,-1
CC(C)OC(=O)CSc1nnc(-c2cnccn2)n1-c1ccc(Cl)cc1,-41,-7,2,-1.2,-16,94,18,91,-5,1
Cc1ccnc(N2CCC(C(=O)Nc3nnc(C)s3)CC2)n1,-5,-18,5,-1.8,-15,94,6,105,-3,1
O=C(c1c[nH]c(C(=O)C(Cl)(Cl)Cl)c1)c1ccccc1Cl,67*,90*,-1,-3.1,·,31,6,9,-10,-1
Cc1nc(SCC(=O)Nc2ccc(C)c(F)c2)c2oc3ccccc3c2n1,-41,-2,2,-1.3,11,84,21,84,5,-1
Fc1ccc(N2CCN(C(c3cccs3)c3nnnn3C3CCCC3)CC2)cc1 (stereo not given),-2,-29,5,-4.8,·,62,9,78,5,-1
Cc1cc(OCC(=O)Nc2ccncc2)ccc1Br,-56,-24,4,1.3,-28,103,9,94,9,0
O=C(CCc1nc2ccccc2[nH]c1=O)OCC(=O)N1CCc2ccccc21,-29,-3,2,-3.8,-31,96,21,97,10,-1
CCCS(=O)(=O)N1CCCC(C(=O)NCCCN(C)Cc2ccccc2)C1 (stereo not given),-32,-16,1,-1.8,8,100,5,93,9,-1
O=C(O)CCC(NC(=O)OCc1ccccc1)C(=O)O (stereo not given),-4,1,8,-2.4,3,89,1,96,10,-2
CCOc1ccc(-c2nnc(SCC(=O)N(CC)CC)n2N)cc1,-13,-6,3,-1.3,·,102,15,95,2,4
COc1ccc(CCNC(=O)CSc2nc(C)cs2)cc1,10,-4,4,0.4,12,102,8,101,-7,-14
Cc1noc(C)c1S(=O)(=O)N1CCC(C(=O)N2CCN(c3ccc(Cl)cc3)CC2)CC1,6,-19,-2,-2.3,-21,68,6,70,-3,·
O=C1COc2ccc3ccccc3c2CN1,-27,-6,6,-2.8,-13,95,19,95,-3,-3
O=C1NC(c2ccccc2)=N/C1=C/c1ccco1,-12,-7,1,-1.9,·,30,3,50,4,4
C=CCc1cccc(CNc2nc3ccccc3n2CCC)c1O,-36,-2,2,-2.6,-24,65,8,75,3,-2
Cc1cc(OC(=O)c2ccccc2Br)cc(=O)n1C,10,-17,1,-0.3,-45,105,10,100,6,·
Cc1nnc(SCc2cc(=O)[nH]c(N3CCN(C)CC3)n2)s1,-21,3,1,-1.4,25,92,8,91,14,-1
CCOC(=O)C1=C(C)NC2=C(C(=O)C(C(=O)OC)C(C)C2)C1c1ccc(OC)c(O)c1 (stereo not given),-18,-5,0,-2.3,0,82,3,85,-5,·
CC(=O)Nc1ccc(S(=O)(=O)NC2(C(F)(F)F)C(=O)Nc3c2c(=O)[nH]c(=O)n3C)cc1 (stereo not given),-1,-8,1,2.0,-33,100,5,105,-3,0
CC(=O)N(/N=C1\Sc2ccccc2C1=O)c1cccc(C)c1,-26,-12,2,-5.9,10,75,8,70,8,0

# Look-ups from above.
# In MRP1 act, `O=C(c1c[nH]c(C(=O)C(Cl)(Cl)Cl)c1)c1ccccc1Cl` reads -3.1
# In Yeast lifespan up, `O=C1COc2ccc3ccccc3c2CN1` reads -6
# In Yeast growth inh, `O=C(O)CCC(NC(=O)OCc1ccccc1)C(=O)O` (stereo not given) reads -4
# In NPY Y2 blocker, `COc1ccc(C(=O)N(NC(=O)Oc2ccccc2)C(C)(C)C)cc1` reads 1
# In Measles CPE, `COc1ccc(OCc2ccc(-c3nc4ccccc4c(=O)n3N)o2)cc1` reads -1

# Further records follow.
SMILES,Yeast growth inh,Yeast lifespan up,NPY Y2 blocker,MRP1 act,E-sel TNF inh,PTEN del growth,Measles CPE,HCT116 bCat-KO,GALR2 blocker,Phagocytosis inh
COc1ccc(CC(=O)Nc2nc3n(n2)C(c2ccccc2)CC(=O)N3)cc1OC (stereo not given),-68,-4,1,0.7,-4,104,3,106,-3,-1
O=C(c1ccccc1-c1nc(-c2ccc(F)cc2)no1)N1CCCC1,-26,-22,2,-5.5,13,84,4,86,2,0
O=C(C1CC(=O)N(C2CCCC2)C1)N1CCN(c2ccccc2F)CC1 (stereo not given),7,-9,-1,0.4,-20,99,7,93,1,0
O=C(N/N=C/c1ccccc1O)/C(=C/c1ccccc1)CCO,-15,4,2,3.8,·,18,1,19,16,-9
O=C(NNc1nc2ccccc2s1)c1ccccc1F,-6,-13,0,-2.5,·,73,6,68,-12,·
Cc1ccc2nsnc2c1NC(=O)c1cccc([N+](=O)[O-])c1,-35,3,2,-2.3,·,90,15,93,4,-6
COc1nc(SC)nc(Cl)c1Cc1ccc(OC(C)C)cc1,-23,-4,12,-2.1,18,78,5,66,16,·
Cc1cccc2cc(CN(CCCO)C(=O)Nc3cccc(Cl)c3)c(=O)[nH]c12,-19,-9,8,-4.7,·,66,10,68,6,0
O=C(CN1C(=O)c2ccccc2S1(=O)=O)N1CCc2ccccc21,-9,-4,1,-1.4,-16,100,4,105,10,-2
CC/C=C/C(=O)N1CC2(CC(c3cccc(NC(=O)c4ccccc4)c3)=NO2)C[C@@H]1C(N)=O (stereo not given in full),1,-10,2,-2.1,-56,88,28,92,2,·
CC(C)NC(=O)CSCc1c(Cl)cccc1Cl,-53,-7,2,2.2,7,96,6,104,-5,2
CS(=O)(=O)N(Cc1ccccc1)c1ccccn1,-22,3,-1,-1.2,-19,101,28,101,2,0
Cc1ccc2nc(/N=C(\N)NC(=O)N3c4ccccc4Sc4ccccc43)nc(C)c2c1,-30,-3,-1,8.7*,·,82,7,89,16,-3
CC(=O)Nc1ccc(S(=O)(=O)N2CCN(CC(O)COc3ccc4ccccc4c3)CC2)cc1 (stereo not given),3,-3,-1,-3.5,-6,48,5,39,-15,-3
O=C(N/N=C/c1ccc(Br)s1)c1ccccc1[N+](=O)[O-],-36,-22,-1,-3.2,4,87,7,75,5,·

# Sorted by value in NPY Y2 blocker (ascending): three of the compounds above
Compound	NPY Y2 blocker
O=C(NCc1cccnc1)/C(=N\O)c1ccccc1	-3
O=C(CN1C(=O)c2ccccc2S1(=O)=O)N1CCc2ccccc21	1
Cc1ccc(-n2c(SCC(=O)NCCN3C(=O)CSC3=O)nnc2-c2ccccc2)cc1	4

# Compounds were not picked by outcome; any-hit rate near 6.2%.
